# UBC13 polyUb: inhibitors of human UBC13 polyubiquitin chain formation; P61088; TR-FRET; inhibition, % at 20 µM; hit rate 0.47% among 330,000; AID 485273; in the data active = inhibition above about 45%, passing the limit was not always enough
# Target sequence (P61088 whole entry, looked up): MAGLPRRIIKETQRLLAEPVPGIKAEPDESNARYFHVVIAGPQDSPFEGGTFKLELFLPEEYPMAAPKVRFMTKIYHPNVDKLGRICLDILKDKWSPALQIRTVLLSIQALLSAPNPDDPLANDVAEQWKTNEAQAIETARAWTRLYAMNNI
# 697 NFkB inh: lowers PMA/ionomycin-induced NF-kB signal in 697 B cells; 697 B-cell NF-kB luciferase reporter, 16 h; AID 435022; hit rate 0.33% among 330,000; inhibition, % at 4 µM; in the data active = inhibition above about 35%
# Jurkat NFkB inh: lowers PMA/ionomycin-induced NF-kB signal in Jurkat cells; hit rate 0.53% among 330,000; inhibition, % at 4 µM; PMA/ionomycin-induced NF-kB luciferase reporter, luminescence; AID 435003
# SENP8 inh: blocks the human protease SENP8; inhibition, % at 10 µM; Q96LD8; purified SENP8, Z-RLRGG-aminoluciferin cleavage, luminescence; hit rate 1.2% among 330,000; AID 2540
# Target sequence (Q96LD8 whole entry, looked up): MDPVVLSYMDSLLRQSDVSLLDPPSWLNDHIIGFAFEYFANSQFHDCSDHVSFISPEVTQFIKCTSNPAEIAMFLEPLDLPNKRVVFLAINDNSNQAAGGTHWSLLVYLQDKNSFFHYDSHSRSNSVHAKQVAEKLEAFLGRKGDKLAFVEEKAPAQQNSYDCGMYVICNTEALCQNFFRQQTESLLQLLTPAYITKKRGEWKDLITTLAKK
# Gli-Sufu block: blocks Gli-Sufu signaling in a luciferase reporter. Sufu-KO-LIGHT fibroblasts, Gli luciferase reporter luminescence. inhibition, % at 5 µM. hit rate 0.74% among 340,000;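 active = inhibition above about 55%, limit read from the data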;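 note: 0% = DMSO-treated cells and 100% = wells with medium but no cells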
# CCR6 antagonist: antagonists of human CCR6 receptor; hit rate 0.49% among 340,000; CHO-K1 CCR6 PathHunter beta-arrestin, luminescence, CCL20-stimulated; P51684; inhibition, % at 20 µM;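 active = compounds whose inhibition of the agonist-driven luminescence signal at 20 µM reaches about 50%, limit read from the data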;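 note: cells stimulated with CCL20 at 14 nM final; plate controls were DMSO with CCL20 for no effect and DMSO without agonist for full effect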
# Apaf1 inhib: blocks human Apaf-1 apoptosome activity. O14727. reconstituted apoptosome caspase-3 activity, DEVD-Rh110 fluorescence. inhibition, % at 20 µM. hit rate 0.71% among 330,000; active = inhibition of at least 40% at 20 µM;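 note: plate controls were DMSO wells for no effect and DEVD-CHO caspase inhibitor wells for full effect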
#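 Assay system: Apoptosome proteins | Medium: pH 7.5 Hepes buffer with CHAPS, BSA, DTT | Also added: Cytochrome c and DEVD-Rh110 substrate | Times: 30 min plus 50 min, RT | Detection: Rhodamine 110 fluorescence at Ex 480/Em 540 nm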
# EBI2 antag: EBI2 (human) antagonism; EBI2 beta-arrestin recruitment, luminescence, 7a,25-OHC stimulated; inhibition, % at 5 µM; AID 651636; hit rate 0.81% among 360,000; in the data active = inhibition above about 38%;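 note: enzyme fragment complementation signal reports receptor beta-arrestin coupling in cells; 0% = agonist plus DMSO wells and 100% = wells without agonist; some results beyond the cut were filed as inactive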
# Target sequence (P32249 whole entry, looked up, the tested form may be a part): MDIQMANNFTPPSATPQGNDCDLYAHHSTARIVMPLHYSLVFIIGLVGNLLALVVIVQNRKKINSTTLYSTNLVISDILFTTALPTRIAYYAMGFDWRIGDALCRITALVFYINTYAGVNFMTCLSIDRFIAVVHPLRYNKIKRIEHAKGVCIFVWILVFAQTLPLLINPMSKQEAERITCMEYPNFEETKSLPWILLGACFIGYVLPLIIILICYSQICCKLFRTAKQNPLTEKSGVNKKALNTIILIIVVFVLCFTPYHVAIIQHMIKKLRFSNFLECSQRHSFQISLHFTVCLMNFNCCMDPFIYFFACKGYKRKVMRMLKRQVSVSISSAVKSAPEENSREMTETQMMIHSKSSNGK
# Active calls of the source: *; x = no result given. Cut-off read from the data, not from the text of the source, unless noted: active = inhibition above about 50%; inactive = the rest. Some of the compounds tested (hit frequency here may not be typical).
SMILES,UBC13 polyUb,697 NFkB inh,Jurkat NFkB inh,SENP8 inh,Gli-Sufu block,CCR6 antagonist,Apaf1 inhib,EBI2 antag
CCOc1ccc(C(=O)NCC(=O)NCC(c2ccco2)N2CCCCC2)cc1 (stereo not drawn),2,-9,-10,-4,2,5,-7,-4
O=C(Nc1ccc2oc(-c3ccccc3)nc2c1)c1ccco1,-10,-135,-110,-8,-67,17,1,7
O=C(NCCc1cccc(C(F)(F)F)c1)C1CCC(=O)N(CCc2cccc(F)c2)C1 (stereo not drawn),0,-28,-14,1,15,6,9,14
COc1ccc(CSCC(=O)N/N=C/c2ccc(OCC(=O)N3CCCCC3)cc2)cc1,-8,-10,-15,-4,1,12,6,3
CCn1c(N2CCN(C(=O)Nc3ccc(F)cc3)CC2)nc2ccccc21,8,10,-3,3,-22,0,4,-6
CCN(CC)S(=O)(=O)c1ccc(C(=O)NNC(=O)C2COc3ccccc3O2)cc1 (stereo not drawn),1,0,2,-16,-4,10,10,0
CCCOc1ccc(Cn2cnc3ccccc32)cc1,10,-21,42,-3,26,-15,10,0
CC(=O)c1ccc(C(=O)NC2CCCN(Cc3ccccc3F)C2)s1 (stereo not drawn),4,17,3,9,7,5,3,-10
CC(=O)N1c2c(cc(Br)cc2S(=O)(=O)N2CCN(C(=O)c3ccco3)CC2)CC1C (stereo not drawn),-6,-1,-2,1,30,6,-2,-5
O=C(C1CCN(S(=O)(=O)c2ccc3c(c2)OCCO3)CC1)N1CCc2ccccc21,3,-20,1,-3,0,16,0,4
O=C(NNC(=S)Nc1ccccc1)NNC(=S)Nc1ccccc1,-13,9,-15,-4,6,56*,6,14
COc1ccc(C(=O)NCC(=O)Nc2ccccc2)cc1OC,-2,15,2,-2,5,-4,7,4
CN(C(=O)c1ccc(NC(=O)Cc2cccc(NC(=O)C3CCN(C(=O)CCc4ccccc4)CC3)c2)cc1)C1CCCC1,6,12,-3,4,10,-3,18,-7
Cc1ccc(NC(=O)Cc2ncon2)cc1Cl,3,3,-20,-8,2,-3,2,-3
CC1CCN(c2c([N+](=O)[O-])c(=O)n(-c3ccccc3)c3ccccc23)CC1,1,7,1,-4,3,15,4,4
Cc1ccc(C(=O)N2CCN(c3cccc(C)c3C)CC2)cc1S(=O)(=O)N1CCOCC1,-7,-2,17,-3,18,-4,19,15
COc1ccc(CC(NC(C)=O)C(=O)NC2CCN(C(=O)c3cccc(Cl)c3)CC2)cc1OC (stereo not drawn),4,7,-14,-3,-11,-1,2,3
Cc1nc2ccccn2c1C(=O)N/N=C/c1ccc([N+](=O)[O-])cc1,5,20,12,-4,-1,-10,-20,x
Cc1cc(=O)[nH]c(N/N=C/c2ccc(N(C)C)cc2)n1,-8,15,-16,6,-13,7,-4,-1
CC(C)Cn1c(CCCNC(=O)c2ccc(F)cc2)nc2ccccc21,2,3,2,-2,2,3,17,4
O=C(/C=C/c1ccccc1Br)c1ccc2c(c1)OCO2,-10,-34,-22,91*,16,16,23,28
CC1CCN(C(=O)CSc2nnc(CN3CCOCC3)n2-c2ccccc2)CC1,5,20,8,6,4,-10,-12,-10
CC1=C([N+](=O)[O-])C(c2cccc(Br)c2)C2=C(N1)c1ccccc1C2=O (stereo not drawn),-32,-14,54*,-4,36,44,-2,2
O=C1Nc2ccccc2N(O)N1c1ccc(S(=O)(=O)N2CCCCCC2)cc1,-1,20,-5,-4,5,3,2,0
COc1ccccc1OCc1ccc(C(=O)NCc2ccco2)o1,-7,-15,-7,-12,-3,14,-12,-13
O=C(c1ccco1)N1CCN(C(=O)c2cc(Cl)nc3ccccc23)CC1,0,-7,9,2,-3,2,-3,-7
C=C(C)CN(CC)C(=O)COc1ccc(S(=O)(=O)Nc2ccc(OC)cc2)cc1,-6,-14,2,3,0,-15,19,1
Cc1ccc2cc3cc(C(=O)NCCCN4CCc5ccccc5C4)oc3nc2c1,5,-37,-9,-2,3,10,12,11
CC1=C(C#N)C(NC(=O)c2ccco2)(C(F)(F)F)C(=O)N1 (stereo not drawn),-3,20,17,-4,-3,6,-17,1
Cc1ccc(NC2=C(N3CCOCC3)C(=O)c3ccccc3C2=O)cc1,-67,-149,-66,68*,-2,30,59*,-3
O=C(CN1C(=O)c2ccccc2C1=O)Nc1ccccc1C(F)(F)F,0,-3,-2,1,-2,1,0,2
O=C1c2ccccc2N2C(=O)c3ccccc3C2N1O (stereo not drawn),14,5,-7,-4,0,9,-5,-4
CC(=C\c1ccccc1)/C=C1/SC(=O)N(CCCC(=O)Nc2ccc(C(=O)O)cc2)C1=O,-12,75*,6,-8,7,5,7,0
C/C(CC(=O)Nc1cccc(C(F)(F)F)c1)=N\NC(=O)c1ccncc1,1,2,8,7,4,18,1,5
CCCc1cc(=O)oc2c(C)c(OCC(=O)Nc3cccnc3)ccc12,-3,-6,0,-10,-3,0,1,6
O=C(OCC(=O)N1CCCc2ccccc21)c1cccc(S(=O)(=O)N2CCc3ccccc32)c1,18,6,3,-11,-10,9,0,3

# An excerpt from above in order of length of the SMILES, lowest first.
SMILES,UBC13 polyUb,697 NFkB inh,Jurkat NFkB inh,SENP8 inh,Gli-Sufu block,CCR6 antagonist,Apaf1 inhib,EBI2 antag
O=C1c2ccccc2N2C(=O)c3ccccc3C2N1O (stereo not drawn),14,5,-7,-4,0,9,-5,-4
O=C(/C=C/c1ccccc1Br)c1ccc2c(c1)OCO2,-10,-34,-22,91*,16,16,23,28
Cc1cc(=O)[nH]c(N/N=C/c2ccc(N(C)C)cc2)n1,-8,15,-16,6,-13,7,-4,-1
CC(C)Cn1c(CCCNC(=O)c2ccc(F)cc2)nc2ccccc21,2,3,2,-2,2,3,17,4
O=C(CN1C(=O)c2ccccc2C1=O)Nc1ccccc1C(F)(F)F,0,-3,-2,1,-2,1,0,2
CC1=C(C#N)C(NC(=O)c2ccco2)(C(F)(F)F)C(=O)N1 (stereo not drawn),-3,20,17,-4,-3,6,-17,1
CC1CCN(C(=O)CSc2nnc(CN3CCOCC3)n2-c2ccccc2)CC1,5,20,8,6,4,-10,-12,-10
O=C1Nc2ccccc2N(O)N1c1ccc(S(=O)(=O)N2CCCCCC2)cc1,-1,20,-5,-4,5,3,2,0
C=C(C)CN(CC)C(=O)COc1ccc(S(=O)(=O)Nc2ccc(OC)cc2)cc1,-6,-14,2,3,0,-15,19,1
CC1=C([N+](=O)[O-])C(c2cccc(Br)c2)C2=C(N1)c1ccccc1C2=O (stereo not drawn),-32,-14,54*,-4,36,44,-2,2
O=C(OCC(=O)N1CCCc2ccccc21)c1cccc(S(=O)(=O)N2CCc3ccccc32)c1,18,6,3,-11,-10,9,0,3
CC(=C\c1ccccc1)/C=C1/SC(=O)N(CCCC(=O)Nc2ccc(C(=O)O)cc2)C1=O,-12,75*,6,-8,7,5,7,0

# Carrying on.
SMILES,UBC13 polyUb,697 NFkB inh,Jurkat NFkB inh,SENP8 inh,Gli-Sufu block,CCR6 antagonist,Apaf1 inhib,EBI2 antag
O=C(NCC(c1ccco1)N1CCc2ccccc2C1)c1ccc(Cl)cc1 (stereo not drawn),-1,15,3,-11,-2,18,12,4
COCCn1c(SCC(=O)Nc2cc(C)on2)nc2ccccc2c1=O,-6,-17,7,0,2,3,-14,-8
COc1cc(NC(=O)CSc2nc(=O)n(CCN3CCOCC3)c3c2CCCC3)cc(OC)c1,-2,-14,9,-13,-9,12,7,12
Cc1cc(S(=O)(=O)NCc2ccccn2)c(Cl)cc1Cl,4,-17,-11,-12,-4,7,-13,0
Cc1ccc(S(=O)(=O)N2CCCCC2)cc1NC(=O)COC(=O)c1cc[n+]([O-])cc1,6,15,-4,1,-4,30,1,-4
O=C(NCCC1=CCCCC1)C1CCN(S(=O)(=O)N2CCOCC2)CC1,-18,-27,-10,2,8,-1,4,6
C/C(=C\C(=O)c1cccnc1)Nc1ccc(C(=O)O)cc1,1,2,6,-11,4,-8,-8,-11
Oc1cccc(C2c3[nH]c4ccccc4c3CCN2Cc2cnn(-c3ccccc3)c2)c1 (stereo not drawn),0,9,-13,-7,17,3,17,7
CC(C)c1ccc(-c2nc3ccccc3s2)cc1,-8,-31,45,98*,64*,-2,-7,7
Cc1ccc(NC(=O)c2cc(S(=O)(=O)c3ccccc3)ccc2Cl)cc1,2,-23,0,-3,-12,13,7,11
N/C(=N\OC(=O)c1ccccc1[N+](=O)[O-])c1ccccn1,3,-69,-30,42,-66,-26,-5,-4
Cc1cc(C)cc(N2CCCC2=O)c1,8,4,-2,4,-7,12,-4,8

# Record cards (already shown):
# Shown for `COc1cc(NC(=O)CSc2nc(=O)n(CCN3CCOCC3)c3c2CCCC3)cc(OC)c1` → UBC13 polyUb: -2; 697 NFkB inh: -14; Jurkat NFkB inh: 9; SENP8 inh: -13; Gli-Sufu block: -9; CCR6 antagonist: 12; Apaf1 inhib: 7; EBI2 antag: 12
# Shown for `C/C(=C\C(=O)c1cccnc1)Nc1ccc(C(=O)O)cc1` → UBC13 polyUb: 1; 697 NFkB inh: 2; Jurkat NFkB inh: 6; SENP8 inh: -11; Gli-Sufu block: 4; CCR6 antagonist: -8; Apaf1 inhib: -8; EBI2 antag: -11

# (continued)
SMILES,UBC13 polyUb,697 NFkB inh,Jurkat NFkB inh,SENP8 inh,Gli-Sufu block,CCR6 antagonist,Apaf1 inhib,EBI2 antag
COc1ccc(S(=O)(=O)NCC2CCCN(Cc3cccc(C(C)=O)c3)C2)cc1 (stereo not drawn),0,-8,-10,-1,9,-1,0,-8
Cc1cc(OCC(=O)Nc2ccc3oc(=O)ccc3c2)ccc1Cl,-1,-14,-7,-5,5,19,-6,17
O=C(O)c1ccc(-n2c(-c3cc(C4CC4)[nH]n3)n[nH]c2=S)cc1,10,9,6,-1,2,5,-24,-3
CCCc1nc2n[nH]c(N)c2c2c1COC(C)(C)C2,-2,10,1,-1,-1,-6,-5,-4
COc1ccc(NS(=O)(=O)c2cc(NC(=O)c3cc(=O)c4ccccc4o3)ccc2OC)cc1,-2,38*,7,8,-4,6,-7,-9
COc1ccc(CN(C)C(=O)CNC(=O)c2ccc(C)cc2)cc1,0,5,1,4,14,9,0,-2
NS(=O)(=O)c1cccc2c1c([N+](=O)[O-])cc1nc(O)c(O)nc12,-8,26,3,1,4,-1,-11,-6
CC1Cc2ccccc2N1C(=O)CN1CCCCC1 (stereo not drawn),-1,-1,-2,-7,19,-3,6,-3
Cc1ccc2nc(Nc3ccccc3)c(C=O)c(=O)n2c1,-14,-15,-14,-4,26,-4,3,7
COc1ccc(S(=O)(=O)N2CCN(c3ccc4nnc(-c5ccc(F)cc5)n4n3)CC2)cc1,46*,12,42,1,21,-6,51*,-6
Cc1cc(C)cc(N=c2c([N+](=O)[O-])nn(-c3ccc4c(c3)OCCO4)n2O)c1,-9,33,26,3,31,-1,6,-9
CCOC(=O)c1c(C=O)c2sc(C)cc2n1C,9,24,-9,3,-1,16,4,-6
COc1ccc(NC(=O)CC2C(=O)N(c3ccc(OC)cc3)C(=S)N2NC(=O)c2cccc(F)c2)cc1 (stereo not drawn),-17,-6,3,-9,-6,-2,-14,-14
CCOc1cc2c(C#N)c(N3CCCCC3)nc(N)c2c(N)n1,-33,10,18,65*,-2,5,97*,2
CN(c1cccnc1)c1ncnc2[nH]ncc12,-10,15,-8,-6,-2,10,-4,-5
O=C(NCCCN1CCCC1=O)Nc1ccc(Cl)cc1Cl,0,4,1,8,-4,13,0,-6
COc1ccc(-n2c(C)cc(C(=O)COC(=O)Cn3cnc4ccccc43)c2C)cc1,-2,-51,7,-5,7,15,25,2
O=C(O)C1=C[C@@H](c2ccc(C(F)(F)F)cc2)C[C@@H](OCCCCO)O1,-13,8,6,-7,4,-2,12,-7

# From PubChem
